Assay outcomes from PubChem BioAssay.
hIAP block: human IAP inhibition. inhibition, % at 10 µM. P09923. actives 0.12% (n = 330,000). purified IAP, CDP-Star luminescence, 30 min;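 active = inhibition reaching a set limit with compound at 10 µM in the primary screen, cut at about 35% in these data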;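 also: plate controls were DMSO wells with enzyme for no effect and no-enzyme buffer wells for full effect; values of inactives mirror those of a sister screen read the other way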
Target sequence (P09923 whole entry, looked up): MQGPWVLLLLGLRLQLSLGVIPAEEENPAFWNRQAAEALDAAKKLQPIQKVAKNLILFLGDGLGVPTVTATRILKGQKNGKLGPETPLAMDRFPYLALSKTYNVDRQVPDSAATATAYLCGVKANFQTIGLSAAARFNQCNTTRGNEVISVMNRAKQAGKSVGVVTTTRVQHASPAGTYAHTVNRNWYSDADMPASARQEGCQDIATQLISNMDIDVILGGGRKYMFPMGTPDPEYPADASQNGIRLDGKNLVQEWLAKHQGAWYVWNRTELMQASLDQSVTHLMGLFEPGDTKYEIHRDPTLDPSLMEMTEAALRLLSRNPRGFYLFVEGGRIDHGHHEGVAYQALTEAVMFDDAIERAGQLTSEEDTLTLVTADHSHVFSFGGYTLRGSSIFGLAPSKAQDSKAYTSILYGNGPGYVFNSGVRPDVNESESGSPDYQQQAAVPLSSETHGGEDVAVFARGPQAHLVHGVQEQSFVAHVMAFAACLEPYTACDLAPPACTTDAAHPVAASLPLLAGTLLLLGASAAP
tim10-1 inh: tim10-1 yeast growth inhibition | inhibition, % at 20 µM | actives 2.2% (n = 330,000) | S. cerevisiae tim10-1 ts strain growth, BacTiter-Glo, 24 h | AID 463190;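 active = inhibition of at least 40%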;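 also: mutant grown at 25 °C; 0% = DMSO wells with yeast and 100% = wells holding no yeast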
TIM10 inh: inhibits growth of TIM10 yeast strain; AID 463195; S. cerevisiae TIM10 strain growth, BacTiter-Glo luminescence, 24 h; actives 1.4% (n = 330,000); inhibition, % at 10 µM;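 active = inhibition of 40% or more at the single tested concentration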;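 also: wild-type TIM10 isogenic control strain grown at permissive 25 °C; 0% = DMSO yeast wells and 100% = minimal medium wells without yeast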
beta cell repl: MIN6 beta-cell proliferation induction. MIN6 cells proliferation, ATPlite luminescence, 48 h; cells starved in 0.2% serum; 100% = growth in 10% serum. proliferation, % at 10 µM. actives 0.29% (n = 330,000). AID 2380;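 active = compounds whose signal lies at least 3.5 SD above the mean of all wells on their plate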;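 also: 0% = DMSO-treated cells in low-serum medium and 100% = 10% serum control; some compounds called inactive have numbers as strong as hits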
NLRP3 yeast inh: NALP3 inhibition in yeast; Yeast reconstituted NLRP3/ASC/caspase-1, beta-gal luminescence, 24 h; inhibition, % at 10 µM; actives 0.39% (n = 330,000); AID 2825;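 active = inhibition of 50% or more; inactive = inhibition below 50%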;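 also: plate controls were induced DMSO wells for no effect and uninduced yeast grown without galactose for full effect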
APOBEC3G inh: blocks human APOBEC3G single-stranded DNA deamination; recombinant A3G, ssDNA deamination FAM/TAMRA fluorescence; AID 493012; actives 0.28% (n = 330,000); inhibition, % at 20 µM; Q9HC16;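 active = inhibition of at least 40% at 20 µM, with no more than 30% in the related APOBEC3A deaminase screen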;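 also: plate controls were DMSO wells with A3G for no effect and wells lacking A3G enzyme for full effect; some compounds called inactive have numbers as strong as hits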
Target sequence (Q9HC16 whole entry, looked up): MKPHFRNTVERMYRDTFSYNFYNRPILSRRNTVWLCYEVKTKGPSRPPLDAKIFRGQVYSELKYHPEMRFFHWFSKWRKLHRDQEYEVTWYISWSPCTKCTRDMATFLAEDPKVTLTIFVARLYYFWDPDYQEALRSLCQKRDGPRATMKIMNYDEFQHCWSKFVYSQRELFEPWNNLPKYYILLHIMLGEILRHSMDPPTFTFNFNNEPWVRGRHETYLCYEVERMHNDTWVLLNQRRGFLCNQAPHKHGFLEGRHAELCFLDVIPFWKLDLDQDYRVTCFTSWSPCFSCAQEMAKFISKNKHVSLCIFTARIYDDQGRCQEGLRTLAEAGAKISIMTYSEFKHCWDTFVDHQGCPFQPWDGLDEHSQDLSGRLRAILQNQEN
mIAP block: blocks mouse intestinal alkaline phosphatase; inhibition, % at 10 µM; purified mouse IAP, CDP-Star luminescence, 30 min; AID 2806; actives 0.2% (n = 330,000);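 active = inhibition of at least 40% at 10 µM in the primary screen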;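 also: plate controls were DMSO with enzyme for no effect and no enzyme wells for full effect; values of inactives mirror those of a sister screen read the other way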
APOBEC3A inh: inhibitors of human APOBEC3A DNA deaminase | recombinant A3A, FAM/TAMRA ssDNA deamination fluorescence | inhibition, % at 20 µM | P31941 | actives 0.41% (n = 330,000);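 active = at least 40% inhibition at 20 µM here, with at most 30% in a related deaminase screen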;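 also: plate controls were A3A with DMSO for no effect and wells lacking A3A enzyme for full effect; some results filed as inactive read as strong as hits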
Target sequence (P31941 whole entry, looked up): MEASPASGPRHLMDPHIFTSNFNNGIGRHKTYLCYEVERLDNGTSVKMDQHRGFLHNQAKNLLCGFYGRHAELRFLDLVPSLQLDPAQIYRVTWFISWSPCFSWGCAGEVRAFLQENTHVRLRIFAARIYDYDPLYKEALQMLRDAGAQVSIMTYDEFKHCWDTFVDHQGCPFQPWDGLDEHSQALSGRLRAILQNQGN
mIAP activ: increases mouse intestinal alkaline phosphatase activity; AID 2805; activation factor at 10 µM; actives 0.24% (n = 330,000); muIAP, CDP-Star luminescence, 30 min; hits give high values; 1 = vehicle-only enzyme signal, 0 = enzyme-free wells;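 active = activation factor of at least 2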; also: the source names both 10 and 20 µM as test concentration; values of inactives mirror those of a sister screen read the other way
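Assay system: mouse IAP enzyme / Compound: DMSO-dissolved test compounds / Timing: 30 min, room temperature / Measured by: luminescence from enzymatic CDP-Star hydrolysis / Control set: DMSO-only wells, enzyme-free buffer wells as negative control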
The depositor's hits bear a star. No enrichment for hits, and some 4.6% of all compounds hit somewhere here.

| mol | hIAP block | tim10-1 inh | TIM10 inh | beta cell repl | NLRP3 yeast inh | APOBEC3G inh | mIAP block | APOBEC3A inh | mIAP activ |
| --- | --- | --- | --- | --- | --- | --- | --- | --- | --- |
| CC(=O)c1cccc(OCc2cc(C(=O)NCCC3=CCCCC3)no2)c1 | -2 | 31 | 3 | -1 | 28 | -4 | 5 | -3 | 0.95 |
| CCN(CC)CCNC(=O)c1cc([N+](=O)[O-])c(N(C)C)cc1OC | -3 | -5 | 9 | 0 | 9 | -2 | 4 | 2 | 0.96 |
| CCN1CCN(CC(=O)Nc2nc3ccc(C)cc3s2)CC1 | 9 | 3 | -2 | -2 | -4 | -4 | -4 | 4 | 1 |
| O=C(CSc1nnc(CN2CCCCCC2=O)n1-c1ccccn1)NCC(F)(F)F | -1 | 1 | 5 | -1 | 27 | -6 | 7 | -6 | 0.93 |
| COc1ccc(NS(=O)(=O)c2ccc3c(c2)oc(=O)n3C)cc1Cl | 1 | 19 | -21 | 3 | 5 | 51 | -10 | 44 | 1.1 |
| COc1ccc(-c2csc(Nc3ccccc3)[n+]2CC(O)c2ccc([N+](=O)[O-])cc2)cc1 (stereo not drawn) | 10 | -48 | -39 | -4 | -5 | -7 | 10 | 3 | 0.9 |
| Cc1ccc(S(=O)(=O)NNC(=S)NC(=O)c2ccc([N+](=O)[O-])cc2)cc1 | -34 | 6 | 24 | 0 | 20 | -8 | 14 | -6 | 0.86 |
| COc1ccc(N2CCN(C(=O)Cc3ncc(C(F)(F)F)cc3Cl)CC2)cc1 | 2 | 15 | 10 | 0 | 3 | 2 | -2 | 0 | 1 |
| Cc1cc(NC2CCCC2)n2ncc(-c3ccccc3)c2n1 | -27 | 37 | 22 | -6 | 15 | -4 | 1 | 1 | 0.99 |
| Cc1ccc(C(=O)Nc2cccnc2)cc1S(=O)(=O)N1CCOCC1 | 7 | 4 | 9 | 3 | -5 | -5 | 11 | -1 | 0.89 |
| CCOC(=O)c1c(NC(=O)c2cc(-c3cccc(O)c3)on2)sc(C(C)=O)c1C | 2 | 7 | 7 | -3 | 4 | -3 | 8 | 3 | 0.92 |
| Cc1nnc(NC(=O)CSc2nnc(Cc3cccn3C)n2-c2ccccc2)s1 | 22 | 7 | 0 | 0 | -2 | -10 | -6 | -6 | 1.1 |
| Cc1ccc(NC(=O)CSc2nnc(-c3ccco3)o2)c(C)c1 | 0 | -1 | 12 | 0 | 12 | -6 | 8 | -4 | 0.92 |
| CCOc1ccc(CNC(=O)C2CCCN(c3nnc(C)c4c(C)n(-c5ccccc5)nc34)C2)cc1 (stereo not drawn) | -2 | -5 | 26 | -7 | 9 | 6 | -7 | -2 | 1.1 |
| CCOC(=O)N1CCN(C2CCCN(C(=O)c3ccccc3C(F)(F)F)C2)CC1 (stereo not drawn) | 30 | 13 | -2 | 1 | -1 | 4 | -7 | 2 | 1.1 |
| Cc1sc2ncnc(N[C@@H](CCC(=O)O)C(=O)O)c2c1C | -4 | 7 | -1 | 2 | 20 | 1 | -1 | -14 | 1 |
| CCCc1nc2c(=O)[nH]c3ccccc3c2o1 | 1 | 8 | 7 | 5 | 24 | -1 | 4 | 2 | 0.96 |
| O=C(O)c1cnn2c1C(=O)N(Cc1cccs1)CC2 | -14 | 8 | 4 | -3 | 6 | 11 | -2 | 9 | 1 |
| Cc1ccc(NC(=O)CCC(=O)NNC(=S)Nc2ccc(F)cc2)c(C)c1 | -70 | -9 | 5 | 0 | 17 | -8 | 0 | 8 | 1 |
| COc1cc(OC)cc(C(=O)N/N=C/c2ccc(OC)c(COc3ccc(F)cc3)c2)c1 | 6 | 24 | 30 | -3 | 18 | -1 | 3 | 1 | 0.97 |

| mol | hIAP block | tim10-1 inh | TIM10 inh | beta cell repl | NLRP3 yeast inh | APOBEC3G inh | mIAP block | APOBEC3A inh | mIAP activ |
| --- | --- | --- | --- | --- | --- | --- | --- | --- | --- |
| Cc1ccc(NC(=O)CNc2cccc(C)c2C)c(C)c1 | -6 | 35 | 14 | -1 | 27 | -2 | -2 | 0 | 1 |
| CC(OC(=O)CCN=C1NS(=O)(=O)c2ccccc21)C(=O)Nc1ccc(F)cc1 (stereo not drawn) | 0 | -18 | -1 | -1 | -6 | -5 | -3 | 2 | 1 |
| N#C/C(=C\c1ccncc1)c1nc2ccccc2[nH]1 | 1 | 17 | -3 | 0 | 20 | 1 | 7 | 4 | 0.93 |
| COc1ccc2c(Cl)c(C(=O)NCCc3ccc(S(N)(=O)=O)cc3)sc2c1 | -2 | 8 | -14 | 0 | 7 | -4 | 7 | 0 | 0.93 |
| CC(C)(C)OC(=O)C[C@@H]1C/C=C\C[C@H](CC(=O)NCCO)C(=O)N[C@@H](Cc2ccccc2)COC1=O | 13 | 12 | 2 | 1 | 16 | -6 | -4 | 0 | 1 |
| CCOc1ccccc1NC(=O)C1CCCN(C(=O)Nc2ccccc2)C1 (stereo not drawn) | -3 | 13 | 0 | -1 | 9 | 0 | -3 | -1 | 1 |
| CCc1ccccc1NC(=S)/N=C(\N)Nc1nc(C)c2cc(C)ccc2n1 | 18 | 45* | 44* | -3 | -5 | 2 | 12 | 1 | 0.89 |
| CCOC(=O)c1c(C)[nH]c(NC(=O)Nc2c(C)n(C)n(-c3ccccc3)c2=O)c1C | 7 | 7 | 11 | -1 | 3 | -9 | 2 | -5 | 0.98 |
| O=C(COc1cccc(F)c1)NNC(=O)Cc1ccc(Br)cc1 | -35 | -28 | -12 | -2 | 20 | -4 | 9 | 14 | 0.91 |
| O=C(CCCCCNC(=O)N1CCn2c1nc1ccccc12)NCCc1ccccc1 | -22 | 20 | 2 | -4 | -2 | -3 | 11 | -5 | 0.89 |
| COc1ccc(-c2noc(N3CCC(C(=O)Nc4ccc(OC)cc4OC)CC3)n2)cc1 | 9 | 9 | 5 | -2 | 11 | -1 | 16 | -6 | 0.84 |
| CCOC(=O)c1nn(-c2ccccc2F)c2nc(Nc3ccccc3)cc(=O)n12 | -8 | -8 | 7 | 0 | 5 | -7 | 8 | -1 | 0.92 |
| Cc1cccc(NC(=O)C2CCCN2C(=O)NC2CCCCC2)c1 (stereo not drawn) | 0 | -2 | -4 | -2 | 7 | -3 | -3 | 4 | 1 |
| Cc1ccc(N2CC(C(=O)OCC(=O)C(C)(C)C)CC2=O)cc1 (stereo not drawn) | 3 | 24 | 9 | 3 | 11 | -9 | 8 | -1 | 0.92 |
| COCCN1C(=S)NC(c2cccc(C(F)(F)F)c2)C(C(=O)N2CCOCC2)=C1C (stereo not drawn) | -10 | 21 | -8 | -4 | 1 | -5 | 2 | -8 | 0.98 |
| O=C(Nc1ccc(N2CCCCC2)cc1)C1CCCN1S(=O)(=O)c1ccc(F)cc1 (stereo not drawn) | -6 | 3 | -9 | -1 | 17 | -5 | 2 | -4 | 0.98 |
| COc1ccc(NC(=O)c2cc(-c3ccccn3)nc3ccccc23)c(OC)c1 | -7 | 0 | 8 | -2 | 15 | -4 | 3 | -5 | 0.97 |
| COc1ccc(C(=O)COc2ccccc2C#N)cc1 | 5 | 9 | -3 | 0 | 23 | -3 | 6 | -1 | 0.94 |
| CCc1nn(C(CC)C(=O)NCc2cccc(OC)c2OC)c(=O)c2cc3occc3n12 (stereo not drawn) | 8 | 16 | 14 | 14* | 11 | -6 | 9 | -3 | 0.91 |
| Cc1ccccc1OCCC(=O)Nc1ccc(Cl)cc1F | 3 | 27 | -12 | 0 | 19 | -3 | -3 | 7 | 1 |

| mol | hIAP block | tim10-1 inh | TIM10 inh | beta cell repl | NLRP3 yeast inh | APOBEC3G inh | mIAP block | APOBEC3A inh | mIAP activ |
| --- | --- | --- | --- | --- | --- | --- | --- | --- | --- |
| Cc1cc(C)c(NS(=O)(=O)c2ccc3c(c2)NC(=O)CCS3)c(C)c1 | -13 | 11 | -14 | -1 | -3 | -7 | 1 | -8 | 0.99 |
| Cc1cc(C(F)F)n2ncc(C(=O)NCCc3ccc(Cl)cc3)c2n1 | -13 | 25 | 13 | 3 | 23 | -3 | 0 | -1 | 1 |
| O=C(Nc1ccccc1C(F)(F)F)c1cc(-c2cccc(O)c2)on1 | -6 | 5 | 3 | -3 | 9 | 2 | 20 | 8 | 0.8 |
| COc1ccc(-c2nc(-c3ccc4c(c3)OCO4)[nH]c2-c2ccc(OC)cc2)cc1 | 6 | 17 | 24 | -6 | 10 | -4 | -15 | 4 | 1.2 |
| Cc1c(NC(=O)Nc2ccccc2C(F)(F)F)c(=O)n(-c2ccccc2)n1C | -4 | 8 | -6 | -2 | 15 | -2 | -2 | 3 | 1 |
| COCCNC(=O)/C(C#N)=C\c1ccc(CNS(=O)(=O)c2ccc(C)cc2)o1 | 5 | -2 | 6 | 1 | 5 | -11 | -13 | -5 | 1.1 |
| CCOc1ccc2nc(C(=O)N3CCCC(C)C3)sc2c1 (stereo not drawn) | -4 | 15 | -1 | 0 | 35 | -4 | 13 | 1 | 0.87 |
| Cc1c(C(=O)Nc2ccc3c(c2)CCC3)cccc1[N+](=O)[O-] | -11 | 1 | 6 | 0 | 21 | 0 | 20 | 1 | 0.8 |
| COc1ccc(N2CCN(C(=O)c3ccc(CS(=O)(=O)c4ccc(OC)cc4)o3)CC2)cc1 | 9 | 16 | 8 | 0 | -2 | -5 | 11 | -3 | 0.89 |
| COc1ccc(CC(=O)N2N=C(c3ccncc3)CC2(O)C(F)(F)F)cc1 (stereo not drawn) | -16 | 8 | -5 | -4 | -16 | -5 | 2 | -5 | 0.97 |
| O=C(CSc1nnnn1-c1ccc(O)cc1)NC1CCCCC1 | -15 | -6 | 0 | -2 | 8 | -5 | -2 | -1 | 1 |
| CC(C)Cn1c2c(c(O)c(C(=O)Nc3nc4ccccc4s3)c1=O)CCCC2 | -4 | 2 | -4 | -1 | 9 | 1 | 0 | -4 | 1 |
| Cc1cc(N2C(=O)c3ccc(C(=O)Nc4ccc(O)cc4C(=O)O)cc3C2=O)no1 | -15 | 3 | -8 | 1 | 18 | 11 | 1 | 6 | 0.99 |
| CC(c1n[nH]c(=S)n1-c1ccc(Cl)cc1)N(C)C (stereo not drawn) | 2 | 4 | -7 | 1 | -4 | -1 | -6 | -4 | 1.1 |
| Cc1cc(C)c2nc(N(CCCN(C)C)C(=O)c3ccc(S(=O)(=O)N4CC(C)OC(C)C4)cc3)sc2c1 (stereo not drawn) | -5 | 23 | 16 | -5 | 19 | -2 | 5 | 1 | 0.95 |
| CCCCNC(=O)N(C)c1nc2ccccc2s1 | -5 | 25 | 9 | 0 | 38 | -7 | 2 | 3 | 0.98 |
| CC(C)CCNC(=O)C(C)N(Cc1ccc(F)cc1)C(=O)c1ccc(CN2CCCCC2)o1 (stereo not drawn) | 17 | 5 | 5 | -1 | -4 | -7 | -9 | 7 | 1.1 |
| O=C(Oc1coc(CSc2ncccn2)cc1=O)c1ccco1 | -7 | 22 | 29 | 6 | -2 | -5 | -7 | 4 | 1.1 |
| CCOCCn1c(=O)c2c(nc3n2CC(C)CN3CCc2ccccc2)n(C)c1=O (stereo not drawn) | -2 | 17 | 11 | -1 | 15 | -2 | -11 | -5 | 1.1 |
| CC(C)=CCCC(C)CN1CCC(N2CCC(C(=O)N3CCCC3)CC2)CC1 (stereo not drawn) | -12 | -40 | -107 | 0 | 21 | -3 | -2 | 2 | 1 |
| CCOC(=O)N1CCN(CC(=O)Nc2c(C(=O)OC)[nH]c3cc(C)ccc23)CC1 | 6 | 23 | 17 | 2 | 11 | -6 | 4 | -2 | 0.96 |
| c1ccc(-c2cc3c(N4CCN(c5ccccc5)CC4)ncnc3s2)cc1 | 18 | 29 | 12 | -2 | 20 | -2 | 6 | -1 | 0.94 |
